Compound activity (PubChem)
LANA DNA inh – inhibitors of KSHV LANA C-terminal domain DNA binding; MBP-C-LANA/FAM-LBS DNA binding, fluorescence polarization; 0.078% of 340,000 active; inhibition, % at 9 µM;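 active means highest replicate inhibition at or above 60% at 9 µM, even if other replicates fall short; inactive means all replicates below 60% inhibition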;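 further: 0% = neutral control wells and 100% = 4 µM acridine orange control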
Keap1-Nrf2 PPI – disrupts human Keap1 binding to Nrf2 peptide | inhibition, % at 9.4 µM | Keap1 Kelch-Nrf2 peptide fluorescence polarization, 1536-well | Q14145 | 0.15% of 340,000 active; in the data active means inhibition above about 12%;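 further: human Keap1 Kelch domain with fluorescein labeled Nrf2 9mer peptide probe; 0% = neutral control wells and 100% = peptide positive control; higher means more block of Keap1 binding to Nrf2 peptide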
DAGLB inh – diacylglycerol lipase beta (human) inhibition. Q8NCG7. HEK293T DAGLB membrane lysate, EnzChek fluorogenic substrate. inhibition, % at 5.17 µM. 0.059% of 340,000 active. AID 504411; in the data active means inhibition above about 34%;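 further: 0% = enzyme with vehicle and 100% = wells lacking enzyme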
Target sequence (Q8NCG7 whole entry, looked up): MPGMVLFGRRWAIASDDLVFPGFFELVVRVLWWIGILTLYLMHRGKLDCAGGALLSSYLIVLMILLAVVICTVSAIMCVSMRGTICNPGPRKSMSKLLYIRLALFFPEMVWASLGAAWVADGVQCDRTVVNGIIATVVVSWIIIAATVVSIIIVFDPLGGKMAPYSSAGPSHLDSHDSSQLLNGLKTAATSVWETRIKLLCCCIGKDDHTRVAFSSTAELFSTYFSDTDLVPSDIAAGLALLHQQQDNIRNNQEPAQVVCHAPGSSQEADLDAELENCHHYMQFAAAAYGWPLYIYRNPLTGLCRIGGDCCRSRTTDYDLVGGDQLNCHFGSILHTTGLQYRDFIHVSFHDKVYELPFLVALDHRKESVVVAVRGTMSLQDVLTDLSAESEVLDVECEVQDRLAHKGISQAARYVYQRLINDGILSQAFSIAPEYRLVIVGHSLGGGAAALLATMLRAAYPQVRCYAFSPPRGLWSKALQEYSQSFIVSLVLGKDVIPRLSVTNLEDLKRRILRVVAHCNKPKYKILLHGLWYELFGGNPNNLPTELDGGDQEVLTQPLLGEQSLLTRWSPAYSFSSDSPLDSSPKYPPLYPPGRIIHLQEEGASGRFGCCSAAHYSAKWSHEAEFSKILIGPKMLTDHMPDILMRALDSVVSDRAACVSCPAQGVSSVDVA
RTF Ca sens inh – cardiac RTF calcium desensitization. IANBD-labeled cardiac RTF, Ca2+ fluorescence. 0.12% of 340,000 active. P19429+P45379. inhibition, % at 7.15 µM;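 active means inhibition above the mean inhibition of all tested compounds plus 3 SD, cut at about 17% in these data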;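 further: assay run at fixed EC70 calcium of 1.6 mM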
SR-BI uptake up – SR-BI HDL lipid transfer activation; AID 504775; CHO ldlA[mSR-BI] cells, DiI-HDL uptake fluorescence, 3 h; 100 = double the neutral-control signal; 0.096% of 320,000 active; activation, % at 12.5 µM;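 active means mean replicate activation of at least 60% and every replicate at or above 60%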;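 further: 0% = median plate neutral-control signal and 100% = twice that signal; values of inactives mirror those of a sister screen read the other way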
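System: LDL receptor-deficient CHO ldlA cells overexpressing murine SR-BI | Timing: 3 h uptake period with compound, 37 °C | Medium: HEPES-buffered (25 mM, pH 7.4) F12 plus 0.5% BSA | Dosing: Single-point compound dose | Signal: Bottom-read fluorescence, 550/595 nm | Read-out: Retained DiI signal reflecting DiI-HDL uptake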
Rtt109 HAT inh – C. albicans Rtt109 histone acetyltransferase inhibition; Q5AAJ8; AID 540336; 0.16% of 330,000 active; purified Rtt109/Vps75, ThioGlo CoA-SH fluorescence, 4 h; inhibition, % at 34.9 µM;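 active means inhibition of at least 50% in every replicate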
PKA-R2B activ – activators of human PKA-R2B complex; PKA-R2B holoenzyme dissociation, Cy5-IP20 fluorescence polarization; R2B truncated from residue 108, S112A mutant; 0% DMSO only, 100% 113 µM cGMP; activation, % at 11.4 µM; 0.079% of 340,000 active; AID 504700;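 active means activation above a cutoff set at the mean over all compounds plus 3 SD, cut at about 18% in these data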;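 further: higher means more holoenzyme dissociation and a rise in polarization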
Target sequence (P31323 whole entry, looked up, other chains not shown, the tested form may be a part): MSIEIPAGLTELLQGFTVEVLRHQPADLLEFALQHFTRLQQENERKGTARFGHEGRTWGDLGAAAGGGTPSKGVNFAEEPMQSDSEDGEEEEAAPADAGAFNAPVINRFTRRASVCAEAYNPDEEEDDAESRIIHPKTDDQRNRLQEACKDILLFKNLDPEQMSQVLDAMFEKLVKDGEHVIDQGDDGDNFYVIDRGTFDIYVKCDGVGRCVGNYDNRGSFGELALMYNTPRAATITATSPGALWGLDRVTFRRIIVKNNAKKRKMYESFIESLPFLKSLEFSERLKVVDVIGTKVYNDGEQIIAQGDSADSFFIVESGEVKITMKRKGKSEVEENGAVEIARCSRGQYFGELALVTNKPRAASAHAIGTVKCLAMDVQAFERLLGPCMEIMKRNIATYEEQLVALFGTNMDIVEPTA
CAL PDZ FP-1 – blocks peptide binding to human CAL PDZ domain | Q9HD26 | purified CAL PDZ, TMR-peptide fluorescence polarization, 1 h | inhibition, % at 20 µM | 0.02% of 330,000 active | AID 504414;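 active means highest replicate inhibition of at least 40%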;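 further: plate controls were DMSO neutral control wells for no effect and unlabeled competitor peptide control wells for full effect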
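Assay system – tagged CAL PDZ protein CerCALP, purified · Timing – 1 h at RT · Compound – single point, 20 µM · Measured by – fluorescence polarization from S- and P-plane intensities, G-factor corrected · Evaluation – inhibition from polarization loss · Probe or stimulus – TMR reporter peptide T*-PRC34 · Buffer or medium – pH 7.4 phosphate-saline buffer, reducing agent, detergent, IgG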
RTF Ca sens act – cardiac RTF calcium sensitization; P19429+P45379; IANBD-labeled TnC RTF fluorescence at EC20 calcium; 0% EC20 calcium, 100% full calcium; activation, % at 7.2 µM; 0.24% of 340,000 active; AID 493008;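 active means activation above the mean over all tested compounds plus 3 SD, cut at about 30% in these data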;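 further: rise in fluorescence read as greater calcium sensitivity of cardiac thin filaments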
CAL PDZ FP-2 – inhibitors of human CAL PDZ peptide binding. AID 602252. purified CAL PDZ, TMR-peptide fluorescence polarization, 1 h. 0.92% of 300,000 active. inhibition, % at 24.9 µM;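 active means mean inhibition of at least 30% with at least half of replicates also reaching 30%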;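 further: 0% = DMSO neutral control and 100% = excess unlabeled competitor peptide PRC23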
Active calls of the source: *; · = no result given.

SMILES	LANA DNA inh	Keap1-Nrf2 PPI	DAGLB inh	RTF Ca sens inh	SR-BI uptake up	Rtt109 HAT inh	PKA-R2B activ	CAL PDZ FP-1	RTF Ca sens act	CAL PDZ FP-2
Cc1cc(NC(=O)CN2C(=O)NC(CCc3ccccc3)C2=O)no1 (centres undefined)	1.2	-5	-1	-8	3	-2	-6	-0.9	0	·
COC(=O)[C@@]12CCCCN1[C@H](c1ccc(-c3ccc(Cl)c(Cl)c3)cc1)[C@H]1C(=O)N(C)C(=O)[C@H]12	0.6	-5	-1	-13	-56	-11	2	-1.7	0	0
O=C(Nc1cccnc1)c1ccc2c(c1)C(=O)N(Cc1cccnc1)C2=O	-1.3	-10	-2	-8	4	-1	-2	-0.6	11	-1
CC(C(=O)NCC1(c2ccccc2)CCOCC1)N1CCOCC1 (centres undefined)	1.1	-5	-2	-11	19	-13	4	-0.6	6	·
CC(C)(C)Nc1nc(-c2ccc3c(c2)CCN3C(=O)C2CC2)cs1	0.0	-3	1	8	·	-4	10	-3.5	-3	-1
Cc1ccc(C(=O)OCC(=O)c2c(N)n(C)c(=O)n(C)c2=O)cc1S(=O)(=O)N1CCCCC1	0.5	-4	-2	3	-37	3	-7	-2.9	-2	-5
CC(=O)N1CCN(C(c2ccccc2)c2ccccc2)CC1	3.1	-6	-4	-7	5	1	8	-0.4	-2	-4
CC(C)(C)NC(=S)Nc1cccc(C(F)(F)F)c1	-7.2	3	-3	11	6	6	0	-0.5	-1	8
CCC(=O)c1ccc(OCC(O)CN2CCN(c3ccccn3)CC2)cc1 (centres undefined)	-3.0	-6	-1	-1	0	11	-1	-0.5	-1	-4
Cc1cccc(N(Cc2ccccc2)C(=O)CCl)c1	-0.1	-5	2	-5	6	-1	3	0.3	9	-4
CCCOc1ccc(-c2nnn(CC(=O)N3CCC(C)CC3)n2)cc1	1.6	-3	-4	-7	9	0	4	-0.5	-13	-2
COC(=O)Nc1ccc(S(=O)(=O)N(CCO)CC(F)(F)C(F)F)cc1	-0.8	-4	2	-20	12	-21	-19	-1.2	6	-3

3 consecutive records from above, quoted:
SMILES	LANA DNA inh	Keap1-Nrf2 PPI	DAGLB inh	RTF Ca sens inh	SR-BI uptake up	Rtt109 HAT inh	PKA-R2B activ	CAL PDZ FP-1	RTF Ca sens act	CAL PDZ FP-2
Cc1cc(NC(=O)CN2C(=O)NC(CCc3ccccc3)C2=O)no1 (centres undefined)	1.2	-5	-1	-8	3	-2	-6	-0.9	0	·
COC(=O)[C@@]12CCCCN1[C@H](c1ccc(-c3ccc(Cl)c(Cl)c3)cc1)[C@H]1C(=O)N(C)C(=O)[C@H]12	0.6	-5	-1	-13	-56	-11	2	-1.7	0	0
O=C(Nc1cccnc1)c1ccc2c(c1)C(=O)N(Cc1cccnc1)C2=O	-1.3	-10	-2	-8	4	-1	-2	-0.6	11	-1

(further entries)
SMILES	LANA DNA inh	Keap1-Nrf2 PPI	DAGLB inh	RTF Ca sens inh	SR-BI uptake up	Rtt109 HAT inh	PKA-R2B activ	CAL PDZ FP-1	RTF Ca sens act	CAL PDZ FP-2
O=C(Nc1ccc(Cl)c(Cl)c1)OCc1cccnc1	0.1	3	-2	2	-21	-5	-8	-3.3	-6	3
C[C@H](NC(=O)c1ccco1)C(=O)NCCc1ccc(S(N)(=O)=O)cc1	-0.1	-4	1	-12	15	-7	2	0.9	5	-11
O=C(CCc1ccccc1)NNc1cc(N2CCCCC2)nc(N2CCCCC2)n1	0.7	-4	-2	-6	·	12	-11	0.0	2	2
COc1ccc(CNC/C=C/c2ccccc2)cc1	1.3	-2	0	-6	19	-1	-3	-1.5	4	-1
COC(=O)C1=C(C)N(Cc2ccccc2)C(=NCc2cccc(Cl)c2)N[C@H]1c1cccc(F)c1	-1.9	-4	0	-8	22	13	6	-1.8	4	-3
COc1ccc(/C=N/N=C/c2ccc(OC)c(O)c2)cc1O	0.1	2	-2	-16	-3	-2	3	-1.1	-1	-2
O=C(NCc1ccc(Cl)cc1)N1CCOCC1	-0.6	-2	-3	-2	0	-2	3	-0.6	2	-4
CCC(C)NCCCCOc1cc(C)cc(C(C)C)c1 (centres undefined)	0.0	1	2	2	-19	1	-7	-0.2	2	-18
Cc1[nH][nH]c(=O)c1N=Nc1ccc(Br)c(Cl)c1	-1.1	-4	13	11	9	-1	-7	1.0	-5	·
Cn1ccs/c1=N\C(=O)Nc1cccc(C(F)(F)F)c1	0.1	-4	2	-5	-4	-1	1	·	5	3
O=C(Cn1ncnn1)OCc1ccccc1Cl	2.3	1	-1	-2	20	-1	3	·	-5	-2
Cc1ccnc(Nc2nc(-c3ccc(O)cc3)cs2)c1	0.1	0	-1	-7	-25	21	-2	1.1	1	-3
O=S(=O)(N/N=C1\CC(c2ccccc2)Oc2ccccc21)c1ccccc1 (centres undefined)	-0.4	-5	3	8	-5	5	-12	0.2	-19	1
COc1cc(C(=O)NCc2nnc(SCC(=O)Nc3nc4ccccc4s3)o2)cc(OC)c1OC	0.4	-4	-1	-7	-9	7	-7	-3.3	-5	-4
CC(C)COC(=O)C(C#N)c1nc2ccccc2nc1N1CCN(Cc2ccc3c(c2)OCO3)CC1 (centres undefined)	-1.4	-2	1	-1	-16	6	-12	·	-4	-8
CSCCC(NC(=O)c1ccccc1)C(=O)NCCc1ccc2c(c1)OCCO2 (centres undefined)	-2.0	-4	-2	0	21	13	-7	-1.7	3	-2
CN(C)CCOC(=O)C12CC3CC(C1)CC(C(=O)OCCN(C)C)(C3)C2	3.4	-3	-1	-6	9	-6	-8	-0.2	5	·
O=C(CSc1nc2ccc(NC(=O)c3ccccc3C(=O)O)cc2s1)Nc1ccc(F)c([N+](=O)[O-])c1	-0.6	-9	1	1	-14	16	-3	-4.8	3	-4
COc1ccc(NC(=O)CNC(=O)c2nn(-c3ccc(OC)c(Cl)c3)c(=O)c3ccccc23)c(OC)c1	1.9	3	1	-5	-57	-9	-6	-1.5	-2	-6
COc1cccc(OCc2nc3ncc(Br)cc3[nH]2)c1	2.7	4	1	-2	-16	6	2	-1.0	0	0
Cc1noc(C)c1CSc1ccccc1C(=O)N1CCN(c2ccccc2)CC1	1.9	-3	1	-5	-20	2	-8	-1.6	15	·
CC(=O)Nc1ccc(-c2csc(NNC(=O)c3ccccc3)n2)cc1	0.8	0	1	-6	-3	-7	-1	-1.8	3	·
O=C(CCN1C(=O)[C@H]2CC=CC[C@H]2C1=O)NCc1nc(-c2ccc(Cl)cc2)no1	0.6	-3	2	-4	-6	-23	11	0.2	-4	·
CCCCNS(=O)(=O)c1ccc2nc(-c3cccnc3)cc(C(=O)NC(C)CC)c2c1 (centres undefined)	0.3	4	-2	-11	11	4	7	0.3	1	4
CN(C)CCCn1cnc2c(c1=N)C(c1ccccc1)c1ccc3ccccc3c1O2 (centres undefined)	-4.1	-2	-1	-5	15	-8	22*	-9.4	-4	-11
CC(C)OCCCNC(=S)N1CCC(C(=O)c2ccc3c(c2)OCCO3)CC1	-0.4	-3	-2	-3	-37	5	-4	0.2	0	·
CC(C)CNC(=O)COc1ccc(Sc2ccc(OCC(=O)NCC(C)C)cc2)cc1	1.5	-4	-1	-4	-22	-10	0	0.1	4	-4
CCn1c(SCC(=O)OC)nnc1-c1c[nH]c2ccccc12	2.0	3	-3	8	·	-4	0	-2.9	-1	-3
Cc1ccc(S(=O)(=O)N2CCN(C(=O)CN3C(=O)NC(C)(CCC(C)C)C3=O)CC2)c(C)c1 (centres undefined)	1.2	-1	-1	-1	-15	8	1	-1.7	-6	-3
COc1cc2c(cc1OC)CN(C(=O)CCCOc1ccc(Cl)cc1Cl)CC2	-0.1	1	-7	-1	-6	17	-4	0.5	0	-2
O=C(Nc1cc(C(F)(F)F)ccc1N1CCOCC1)C1Cc2ccccc2CN1C(=O)c1ccco1 (centres undefined)	0.5	-4	-1	-3	12	-11	2	-0.5	-2	-8
Cc1ccc(C2=NN(S(C)(=O)=O)C(c3ccc4nccnc4c3)C2)cc1 (centres undefined)	-2.2	-5	0	-7	16	-5	0	-0.4	9	-7
CC(=O)c1cccc(NS(=O)(=O)c2cc(-c3cnc(C4CC4)o3)ccc2C)c1	-0.4	-2	0	-8	-12	4	-8	-2.7	-3	-7
CC(C)CCNC(=O)C(c1ccco1)N(CCCO)C(=O)Cn1nnc(-c2ccc(F)cc2)n1 (centres undefined)	0.7	-3	-2	-6	1	-5	2	-0.5	6	1
CNc1oc(-c2ccc(F)cc2)nc1S(=O)(=O)c1ccccc1	2.9	-7	-2	-30	·	1	-1	-1.9	-2	-1
Cc1[nH]nc(-c2ccc(O)cc2O)c1-c1nc2ccccc2s1	1.0	3	1	-7	5	3	-14	·	-4	-5
CCN1CCN(S(=O)(=O)c2ccc(OC)c(Br)c2)CC1	0.0	-4	2	-2	10	-5	6	-2.9	6	3
O=C(O)CC(NC(=O)c1cccc(F)c1)c1ccc(OC2CCCC2)cc1 (centres undefined)	1.8	-3	3	-5	·	-14	1	-0.6	3	2
O=C(CSc1ccc(-c2ccc(-n3cccn3)cc2)nn1)Nc1ccccc1F	-0.4	-3	-4	0	23	-8	-7	-2.6	-6	-2
CCOC(=O)c1c(C)[nH]c(C(=O)N/N=C/c2cccc(OC)c2)c1C	0.0	0	-37	5	1	2	-2	-1.9	4	12
CCOC(=O)c1cccc(NS(=O)(=O)c2c(C)[nH]c(=O)[nH]c2=O)c1	-0.3	-2	0	-2	-13	-7	1	-0.3	6	·
C=CCOC(=O)C1=C(C)NC(SCC(=O)Nc2ccc(C)c(Cl)c2)=C(C#N)C1c1ccco1 (centres undefined)	-0.1	-1	-3	-1	-63	3	-1	·	2	-7
COc1cc(NC(=O)C2CC(=O)N(CCc3ccccc3)C2)cc(OC)c1 (centres undefined)	-0.5	1	3	4	-4	0	-4	-2.8	9	4
CC(C)CC(=O)Nc1ccccc1N1CCCC1	-0.6	1	0	2	·	-13	4	-3.4	4	·
COc1ccc(CNC(=O)/C=C/c2ccc(S(=O)(=O)NCc3ccco3)cc2)cc1OC	-1.2	-6	-1	-7	-35	4	1	-1.9	-1	-3
Cc1cc(=O)oc2ccc(OCC(=O)NCc3ccco3)cc12	-1.4	-3	-1	0	-9	·	-1	-0.8	1	0
Cc1ccccc1-c1nc(CS(=O)CC(=O)NC2CC2)c(C)o1 (centres undefined)	0.0	-2	0	1	-2	3	2	-2.6	3	-5
Cc1ccc(NC(=O)C(C)N2C(=O)c3ccccc3C2=O)cc1S(=O)(=O)N1CCOCC1 (centres undefined)	-1.6	-2	0	0	6	15	2	-1.2	5	·
Clc1ccccc1N=C1NN=C(c2cccs2)CS1	-0.3	3	-5	-9	-2	6	0	-3.2	4	-2
Cc1cc(C)n(-c2ncc3c(n2)N(C)CCOC3=O)n1	0.4	-1	1	-5	7	-2	-2	-0.3	4	0

No enrichment for hits. About 1.6% of those tested had a hit in this group.
